High-throughput results (PubChem BioAssay)
All columns: NCI-60 one-dose screen, growth in % after 48 h at 10 µM unless noted; 100 = growth as untreated, 0 = no growth, -100 = all killed.
SF-268: SF-268 CNS cancer cells; 82,000 tested, 3.1% active
SF-295: SF-295 CNS cancer cells; 79,000 tested, 5.6% active
CAKI-1: CAKI-1 renal cancer | 75,000 tested, 4.7% active
U251: U251 CNS tumor cells | 80,000 tested, 5.4% active | AID 1794753
TK-10: TK-10 renal cancer cells; 81,000 tested, 3.9% active; AID 1794769
SN12C: SN12C renal cancer cells; 81,000 tested, 3.8% active; AID 1794767
786-0: 786-0 renal cancer cells | 81,000 tested, 5.1% active
UO-31: UO-31 renal cancer. 81,000 tested, 5.2% active
* hit, by the source's call; x = no result given; & = joins results of further samples. The calls were made as follows: active = growth percent below 10; inactive = the rest.

SMILES | SF-268 | SF-295 | CAKI-1 | U251 | TK-10 | SN12C | 786-0 | UO-31
O=C(NNc1nc2cc(F)ccc2n2cccc12)c1ccncn1 | 20 | 12 | 17 | 13 | 32 | 21 | 11 | 19
CC1[C@H]2[C@H](C[C@H]3[C@@H]4CC=C5c6sc(Nc7ncccn7)nc6CC[C@]5(C)[C@H]4CC[C@@]32C)O[C@]12CC[C@@H](C)CO2 (stereo not given in full) | 90 | 108 | 82 | 92 | 158 | 87 | 101 | 91
NC(=S)N/N=C/Cc1ccccc1 | 105 | 98 | 116 | 98 | 107 | 102 | 106 | 64
Cc1ccc(S(=O)(=O)OC[C@@H]2CO2)cc1 | 98 | 102 | 101 | 95 | 90 | 106 | 103 | 94
CC(C)(C)OC(=O)N1CCc2c(sc3ncnc(Nc4ccc(NC(=O)Nc5ccc(Br)cc5)cc4)c23)C1 | 80 | 87 | 83 | 87 | 103 | 80 | 95 | 73
O=c1ccc2ccc(OCCN3CCCCC3)cc2o1 | 110 | 99 | 104 | 103 | 104 | 96 | 99 | 81
CC1(C)CC(=O)C2=C(C1)N(c1ccc(OC(F)(F)F)cc1)C(N)=C(C#N)C2c1ccc(Cl)cc1Cl (stereo not given) | 90 | 98 | 74 | 108 | 113 | 89 | 101 | 95
O=C(/C=C/Nc1ccc(Cl)cc1)c1ccc2c(c1)Nc1ccccc1S2 | 42 | 23 | 38 | 31 | 72 | 62 | -6.3* | 36
CCOC(=O)c1ccc2c(c1)c1c(C)c3cnccc3c(C)c1n2C | -16* | -24* | -25* | -45* | -65* | -58* | -96* | -54*
O=C1C2=C(Nc3ccccc3SC2c2ccccc2)c2ccccc21 (stereo not given) | 89 | 27 | 86 | 61 | 70 | 88 | 69 | 40
c1ccc(-c2nc3nonc3nc2-c2ccccc2)cc1 | 63 | 72 | 51 | 58 | 81 | 69 | 74 | 36
COc1cc2nc(N3CCC[C@@H](NC4=CC(=O)c5ccccc5C4=O)C3)nc(N)c2cc1OC | -47* | -89* | 65 | -89* | -49* | 96 | 95 | 46
N#C/C(=C1C=C/C(=N/O)C(Cl)=C/1)c1ccc(Cl)cc1 | 55 | 141 | 34 | 46 | 51 | 67 | 63 | 45
Nc1ncc(-c2ccc(NS(=O)(=O)c3ccc(F)c(Cl)c3)cc2)[nH]1 | 83 | 98 | 81 | 92 | 82 | 77 | 101 | 71
COc1ccc(CNc2ncnc3c2cnn3C)cc1 | 96 | 97 | 97 | 95 | 104 | 96 | 97 | 81
CCCSc1nnc(Nc2cccc(C)c2)s1 | 109 | 118 | 104 | 98 | 92 | 101 | 75 | 89
CC[C@H]1OC(=O)[C@H](C)[C@@H](O[C@H]2C[C@@](C)(OC)[C@@H](O)[C@H](C)O2)[C@H](C)[C@@H](O[C@@H]2O[C@H](C)C[C@H](N(C)C)[C@H]2O)[C@](C)(O)C[C@@H](C)C(=O)[C@H](C)[C@@H](O)[C@]1(C)O | 102&113 | 107&99 | 91&88 | 100&92 | x | 102&97 | 107&97 | 82&63
CN1C(=O)N(C)C2C1NN=c1s/c(=C\c3ccc(Cl)cc3Cl)c(=O)n12 (stereo not given) | 32 | 17 | 41 | 27 | 84 | 31 | 24 | 47
O=C1CCCC2=C1C(c1ccc3c(c1)OCCO3)n1ncnc1N2 (stereo not given) | 101 | 97 | 93 | 101 | 104 | 108 | 109 | 88
O=C(O)c1cc2cc(S(=O)(=O)O)ccc2cc1O | 100 | 86 | x | 92 | 89 | 98 | 95 | 88
Cn1cc(-c2cc3nc(-c4c[nH]c5ccccc45)cc(N)n3n2)c2cc(Cl)ccc21 | -45* | -91* | -99* | -92* | -92* | -86* | -86* | -98*
Cc1ccc(-c2cn3ccc(N)nc3n2)cc1 | 98 | 115 | 109 | 101 | 133 | 102 | 102 | 75
S=c1ssnc1-c1cc2ccccc2o1 | 79 | 75 | x | 92 | 98 | 99 | 24 | 53
COc1ccc(/C=C\c2cc(OC)c(OC)c(OC)c2)cc1OCCCCOc1cc(-c2nc3ccccc3s2)ccc1OC | 81 | 81 | 69 | 91 | 56 | 88 | 95 | 113
C=CCOC(=O)Oc1ccccc1Cl | 110 | 114 | 103 | 103 | 110 | 109 | 104 | 82
CC(C)(Sc1cc(C(C)(C)C)c(O)c(C(C)(C)C)c1)Sc1cc(C(C)(C)C)c(OC(=O)CCCC(=O)O)c(C(C)(C)C)c1 | 63 | 50 | 59 | 47 | 74 | 41 | 56 | 38
Cc1cc2nc3c4cc(Br)ccc4n(CCN(C)C)c3nc2cc1C | 67 | 44 | 36 | 43 | 121 | 51 | 62 | 44
C#C[C@]1(O)CC[C@H]2[C@@H]3CC[C@H]4CC(F)(F)CC[C@]4(C)[C@H]3CC[C@@]21C | 93 | 69 | 85 | 73 | 98 | 87 | 101 | 102
O=C(/C=C(/C=C/c1ccc(F)cc1)OB(F)F)/C=C/c1ccc(F)cc1 | 96 | 96 | x | 91 | 108 | 94 | 99 | 83
[O-][n+]1c2ccccc2[n+]([O-])c2c3ccccc3[nH]c21 | 109 | 70 | 48 | 53 | 41 | 81 | 71 | 70
O=C(Nc1ccccc1)C1CN(Cc2ccccc2F)CCS1 (stereo not given) | 102 | 99 | 97 | 107 | 94 | 98 | 103 | 84
COC[C@@H](CC(C)C)N=C1N/C(=C\c2ccc3ncsc3c2)C(=O)N1C | 19 | 23 | 2.8* | 15 | 27 | 9.8* | 15 | -19*
O=C(O)c1cn(C2CC2)c2cc(N3CCN(C(=O)CCCN4C(=O)CSC4=O)CC3)c(F)cc2c1=O | 85 | 101 | 73 | 114 | 71 | 85 | 95 | 58
Cc1cc(Br)cc(NC(=O)Cn2c(-c3cncs3)nc3ccccc32)c1 | 99 | x | 95 | 95 | 99 | 98 | 101 | 79
COc1cc(Cc2cc(-c3ccc(Cl)cc3)n[nH]c2=O)ccc1O | 93 | 124 | 132 | 108 | 157 | 98 | 103 | 84
N#Cc1c(-c2ccc(Cl)cc2)c2c(N)nn(-c3ccccc3)c2oc1=O | 95 | 104 | 88 | 97 | 132 | 92 | 107 | 75
Cc1ccc2cc(-c3nc4ccccc4s3)c(Cl)nc2c1Cl | 102 | 108 | 103 | 104 | 131 | 96 | 121 | 66
CCCCCN(CCCCC)CC(O)c1c(Cl)ccc2ccccc12 (stereo not given) | 85 | 72 | 60 | 80 | 98 | 70 | 72 | 37
O=C(O)c1cccc2c1-c1ccc(Cl)cc1C2 | 107 | 116 | 87 | 108 | 103 | 105 | 110 | 90
CCCC(NC(=O)c1cccc(N2C(=O)/C(=C/c3cccc(F)c3)SC2=S)c1)C(=O)O (stereo not given) | 102 | 99 | 91 | 100 | 108 | 96 | 101 | 83
O=c1c2ccccc2nc(-c2ccccc2)n1-c1ccc(S(=O)(=O)Nc2ncccn2)cc1 | 98 | 86 | x | 105 | 122 | 94 | 98 | 71
Cn1c(=O)cc(NC(=O)CN2CCN(c3cc4c(cc3F)c(=O)c(C(=O)O)cn4C3CC3)CC2)[nH]c1=O | 93 | 101 | 88 | 101 | 105 | 97 | 102 | 89
CC(C)C(/C=C/c1[nH]ncc1-c1cc(Cl)ccc1O)N1CCOCC1 (stereo not given) | 88 | 96 | 70 | 97 | 119 | 98 | 101 | 70
CN1CCO/C1=C(/NC(=O)c1ccccc1)[P+](c1ccccc1)(c1ccccc1)c1ccccc1 | 99 | 105 | 98 | 91 | 101 | 93 | 105 | 82
O=C(Cl)CC1CC(=O)OC1=O (stereo not given) | 102 | 110 | 113 | x | 122 | 105 | 110 | 88
O=C(CN1C=NC2C(N3CCOCC3)=NC=NC21)c1ccccc1 (stereo not given) | 102 | 103 | 87 | 105 | 118 | 98 | 104 | 83
O=C(O)c1ccc([N+](=O)[O-])nc1 | 98 | 98 | 90 | 99 | 97 | 108 | 122 | 85
CC(=O)OC(C)(C)C#CC(C)(C)OC(C)=O | 107 | 112 | 99 | 102 | x | 105 | 102 | 91
COc1cccc(Cn2cc3c(c2-c2cc(OC)c(OC)c(OC)c2)CCCc2cnoc2-3)c1 | 89 | 87 | 52 | 99 | 112 | 93 | 98 | 66
Cc1cc(CNc2nc3ccc(OC/C(=C/F)CN)cc3o2)cc(C)n1 | 86 | 99 | 61 | 107 | 68 | 81 | 87 | 59
COc1cc(OCc2cccc(-c3ccc(C(O)c4nccs4)cc3)c2C)cc(OC)c1C=O (stereo not given) | 65 | 35 | 2.6* | 61 | 28 | 62 | 48 | 23
CCC1=C(C)CN(C(=O)NCCc2ccc(S(=O)(=O)NC(=O)NC3CCC(C)CC3)cc2)C1=O (stereo not given) | 106&106 | 111&103 | 90&100 | 100&98 | 100&102 | 101&100 | 100&105 | 79&86
OCC(O)C(O)C1OC(O)C(O)C(O)C1O (stereo not given) | 102 | 97 | 92 | 98 | 103 | 98 | 100 | 97
C=C(C)[C@H]1CC/C(C)=C/CC[C@@]2(C)O[C@@H]2CC/C(COC(C)=O)=C\[C@@H]1OC(C)=O | 107 | 104 | 140 | 107 | 127 | 123 | 103 | 87
COc1ccc(NC(=O)c2cc(-c3ccc(Cl)c(Cl)c3)oc2C)cc1 | 98 | 100 | 97 | 102 | 116 | 100 | 100 | 96
O=C(c1ccccc1)c1c(/C=C/c2cccs2)c2ccccc2[nH]c1=O | 106 | 113 | 93 | 91 | 103 | 105 | 100 | 79
COc1cc(/C=C\c2cc(OC)c(OC)c(OC)c2)cc(NC(=O)/C=C/c2cc(OC)c(OC)c(OC)c2)c1OC | 73 | 33 | 23 | 71 | 71 | 67 | 52 | 25
O=C1c2ccccc2C[C@]12C(c1ccc(F)cc1)=NOS2=O (stereo not given in full) | 99 | 97 | 96 | 96 | 113 | 97 | 102 | 89
C/C(CC(C)C)=N/Nc1ccc([N+](=O)[O-])cc1[N+](=O)[O-] | 99 | 102 | 93 | 114 | 71 | 106 | 99 | 82
O=C(CSc1nc2c(n1Nc1ccccc1)-c1ccccc1SC2)Nc1nc(-c2ccc(Cl)cc2)cs1 | 47 | 45 | 73 | 34 | 110 | 74 | 71 | 80

13 of these compounds in a different format.
molecule,SF-268,SF-295,CAKI-1,U251,TK-10,SN12C,786-0,UO-31
O=C(O)c1ccc([N+](=O)[O-])nc1,98,98,90,99,97,108,122,85
CC(=O)OC(C)(C)C#CC(C)(C)OC(C)=O,107,112,99,102,x,105,102,91
COc1cccc(Cn2cc3c(c2-c2cc(OC)c(OC)c(OC)c2)CCCc2cnoc2-3)c1,89,87,52,99,112,93,98,66
Cc1cc(CNc2nc3ccc(OC/C(=C/F)CN)cc3o2)cc(C)n1,86,99,61,107,68,81,87,59
COc1cc(OCc2cccc(-c3ccc(C(O)c4nccs4)cc3)c2C)cc(OC)c1C=O (stereo not given),65,35,2.6*,61,28,62,48,23
CCC1=C(C)CN(C(=O)NCCc2ccc(S(=O)(=O)NC(=O)NC3CCC(C)CC3)cc2)C1=O (stereo not given),106&106,111&103,90&100,100&98,100&102,101&100,100&105,79&86
OCC(O)C(O)C1OC(O)C(O)C(O)C1O (stereo not given),102,97,92,98,103,98,100,97
C=C(C)[C@H]1CC/C(C)=C/CC[C@@]2(C)O[C@@H]2CC/C(COC(C)=O)=C\[C@@H]1OC(C)=O,107,104,140,107,127,123,103,87
COc1ccc(NC(=O)c2cc(-c3ccc(Cl)c(Cl)c3)oc2C)cc1,98,100,97,102,116,100,100,96
O=C(c1ccccc1)c1c(/C=C/c2cccs2)c2ccccc2[nH]c1=O,106,113,93,91,103,105,100,79
COc1cc(/C=C\c2cc(OC)c(OC)c(OC)c2)cc(NC(=O)/C=C/c2cc(OC)c(OC)c(OC)c2)c1OC,73,33,23,71,71,67,52,25
O=C1c2ccccc2C[C@]12C(c1ccc(F)cc1)=NOS2=O (stereo not given in full),99,97,96,96,113,97,102,89
C/C(CC(C)C)=N/Nc1ccc([N+](=O)[O-])cc1[N+](=O)[O-],99,102,93,114,71,106,99,82

Additional results follow.
SMILES | SF-268 | SF-295 | CAKI-1 | U251 | TK-10 | SN12C | 786-0 | UO-31
CSc1nc(C)nc(C(C)C)c1C(=O)Nc1ccc(F)cc1 | 99 | 106 | 90 | 102 | 91 | 106 | 88 | 89
CC(C)n1nc(C#Cc2cccc(O)c2)c2c(N)ncnc21 | -49* | -72* | -67* | -37* | -87* | -44* | -72* | -63*
CC1CC2Oc3ccc(Cl)cc3C(=O)N2O1 (stereo not given) | 103 | 104 | 97 | 108 | 97 | 105 | 104 | 93
O=C(CCN1C(=O)/C(=C/c2ccc(O)cc2)SC1=S)Nc1ccccc1 | 93 | 91 | 97 | 93 | 102 | 88 | 105 | 67
Cc1ccc(C2(C)OCCCO2)cc1 | 105 | 101 | 100 | 100 | 105 | 99 | 101 | 85
O=C(Nc1cccc(Cl)c1)OCC#CCOC(=O)Nc1cccc(Cl)c1 | 91 | 81 | 95 | 91 | x | 93 | 93 | 101
COc1ccc(/C=C2\Oc3cc(O)ccc3C2=O)cc1OC | 88 | 98 | 87 | 98 | 88 | 94 | 101 | 91
CCN1CCN(CCOc2ccc(CNc3ccc4nc(CCC5CCCCC5)[nH]c4c3)cc2)CC1 | 54 | 48 | 0.2* | -20* | 81 | 68 | -12* | -25*
COc1ccc(-c2cc(-c3cccnc3)nc3sc4c(N)ncnc4c23)cc1OC | 99 | 108 | 94 | 101 | 111 | 112 | 91 | 87
CN(C)CCNc1cc(-c2ccccc2)nc2ccccc12 | -53* | -72* | -36* | -69* | -68* | -88* | -79* | -94*
O=C(c1nc2ccccc2[nH]1)C1C(c2ccccc2)C2CC3CCCC[C@H]3N2[C@@]12C(=O)Nc1cc(Cl)ccc12 (stereo not given in full) | 59 | 51 | 28 | 58 | 78 | 73 | 68 | 36
